Shiga inhibitor: A qHTS for Small Molecule Inhibitors of Shiga Toxin; Vero cells, Shiga toxin protein synthesis inhibition reporter; inhibition, % at 38.7 µM; actives 9.2% (n = 290,000); AID 2315, 2010; in the data active = inhibition mostly above about 28%, no sharp cut-off; inactive = mostly below about 43%; note: 0% is about no effect
Pf growth 48h: Primary qHTS for delayed death inhibitors of the malarial parasite plastid, 48 hour incubation | AID 504832, 2011 | P. falciparum luciferase growth in erythrocytes, 48 h | Potency, µM (series often up to 28.7 µM), for inactives: top-dose activity change, negative = inhibition, most hits filed as inhibitors | actives 5.9% (n = 310,000); note: potency is the fitted concentration of half-maximal effect; % is set by controls: 0 for no effect and ±100 for the full control effect
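Cell-based growth assay: transgenic P. falciparum expressing firefly luciferase, cultured in red cells within RPMI 1640 containing 0.5% w/v Albumax, 24 mM bicarbonate and gentamycin. A drop in luciferase activity indicates inhibition.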
Giardia FBPA inh: qHTS Assay for Inhibitors of Fructose-1,6-bisphosphate Aldolase from Giardia Lamblia; A8B2U2; purified Giardia FBPA; Potency, µM (series often up to 59.6 µM), for inactives: at the top dose activity, negative = inhibition, hits mostly inhibitors; actives 0.71% (n = 290,000); AID 2451, 2010; note: potency is the fitted concentration of half-maximal effect; % is set by controls: 0 for no effect and ±100 for the full control effect; nearly all actives have a fitted effect of over 55% in size
Target sequence (A8B2U2 whole entry, looked up): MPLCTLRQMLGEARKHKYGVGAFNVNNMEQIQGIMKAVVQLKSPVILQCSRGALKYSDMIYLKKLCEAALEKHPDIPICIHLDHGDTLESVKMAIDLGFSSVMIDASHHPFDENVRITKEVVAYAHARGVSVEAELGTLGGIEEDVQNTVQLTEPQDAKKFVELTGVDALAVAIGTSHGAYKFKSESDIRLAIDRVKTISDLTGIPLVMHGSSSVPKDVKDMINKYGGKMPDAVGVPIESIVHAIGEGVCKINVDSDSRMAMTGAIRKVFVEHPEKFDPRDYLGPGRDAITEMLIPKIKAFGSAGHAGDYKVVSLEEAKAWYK
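Giardia FBPA (40 nM reagent) was preincubated 10 min at RT with compound (up to 57.5 uM final), then substrate plus GAPDH/TPI/NAD/arsenate coupling system with diaphorase/resazurin was added; resorufin fluorescence (525/598 nm) was read after 20 min.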
Sm TGR inh: qHTS Assay for the Inhibitors of Schistosoma Mansoni Peroxiredoxins; Schistosoma mansoni thioredoxin glutathione reductase (TGR), Q962Y6; purified TGR, DTNB reduction, TNB absorbance 405 nm; AID 485364, 2010; Potency, µM (series often up to 114 µM), inactives show top-dose activity change, negative = inhibition, usual class: inhibitors; actives 3% (n = 360,000); note: potency is the fitted concentration of half-maximal effect; % is set by controls: 0 for no effect and ±100 for the full control effect; nearly all actives have a fitted effect of over 60% in size
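First, TGR (20 nM dispensed) and NADPH were mixed with compound. Second, a 15 min room-temperature incubation followed. Third, further NADPH and then DTNB were added to start the reaction. Finally, TNB absorbance was monitored kinetically.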
Pf growth 96h: Primary qHTS for delayed death inhibitors of the malarial parasite plastid, 96 hour incubation; actives 6.9% (n = 320,000); Potency, µM (top dose mostly 28.7 µM), inactives show at the highest dose activity change, negative = inhibition, hits mostly inhibitors; P. falciparum luciferase reporter growth, 96 h; AID 504834, 2011; note: potency is the fitted concentration of half-maximal effect; % is set by controls: 0 for no effect and ±100 for the full control effect
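P. falciparum expressing integrated firefly luciferase, in erythrocytes at 2% hematocrit, 0.05% parasitemia, incubated with compounds 96 h at 37 C, 5% CO2. Growth inhibition read as loss of luminescence; two-generation exposure targets delayed-death apicoplast inhibitors.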
CHX counter: Cycloheximide Counterscreen for Small Molecule Inhibitors of Shiga Toxin. cell reporter, cycloheximide protein synthesis inhibition counterscreen. max response, %. actives 12% (n = 300,000). AID 2314, 2010; in the data active = max response mostly above about 13%, no sharp cut-off; inactive = mostly below about 14%; note: read at 38.3 µM for the half of the compounds with a filed dose; 0% is about no effect
* marks the source's active call; other numbers are inactive results; u = inconclusive; x = no result given; [ ] = dose if it differs, or a comment. Unless noted, calls come from the whole dose curve; as a rule, active = well fitted curve in the direction sought with a large enough effect; inconclusive = small, poorly fitted or top-dose-only effect, or another doubt; inactive = no such curve, though single readings can be large; an effect the other way counts as inactive or inconclusive. Rows are unselected, and some 24% of all compounds hit somewhere here.

mol | Shiga inhibitor | Pf growth 48h | Giardia FBPA inh | Sm TGR inh | Pf growth 96h | CHX counter
CCOC(=O)C(Cc1ccccc1)NC(C)=O (stereo not drawn) | -7 | x | 7% | -4% | 0% | -6
COc1ccc(/C=C(\C#N)C(=O)Nc2cccnc2)cc1 | 14 | 12% | 2% | -10% | -23% | -2
CCCCCCC(=O)Nc1nc(C)c(-c2csc(Nc3cc(OC)ccc3OC)n2)s1 | 18 | 7.4µM* | 1% | 5% | 7.4µM* | -3
COc1ccccc1NC(=O)NCc1nc(-c2ccc(C(F)(F)F)cc2)no1 | 25 | -7% | 3% | 7% | 1% | -2
O=C(NCCN1CCOCC1)c1cccc(S(=O)(=O)N(Cc2ccccc2)c2ccccc2)c1 | x | 0% | x | -6% | -2% | x
Cc1cc2cc(CNC(=O)c3ccc(S(=O)(=O)N4CCOCC4)cc3)ccc2[nH]1 | -6 | 13µM* | 2% | u | u | -2
Cc1ccc(CN2CCN(/N=C/c3ccc(C)s3)CC2)cc1 | -14 | 19% | 3% | -8% | u | -3
Cc1cc(C)c(O)c(-c2cc(C(=O)NCc3ccccc3)[nH]n2)c1 | -16 | x | 5% | -16% | u | -3
CC1CCCCN1C(=O)c1ccc(C(=O)N2CCCCC2C)cc1 (stereo not drawn) | -17 | -3% | 3% | -4% | u | 10
COC(=O)c1ccc(C(NC(=O)OCc2ccccc2)/C(C)=C/[C@@H](C)C(=O)NCc2ccc(-c3ccccc3)cc2)cc1 (stereo partly drawn) | -4 | u | -7% | -12% | u | -2
COC(=O)/C=C1\SC(=NC(=O)c2ccc(C)cc2)NC1=O | 55 | 0% | -6% | -3% | -28% | 25
Cc1cc(NC(=O)CCN2CCN(Cc3ccccc3)CC2)ccc1Br | 3 | x | -21% | -13% | u | -1
COC(=O)Cn1ncc(N(C)Cc2ccccc2)c(Cl)c1=O | 72* | 105%[activator] | -6% | -2% | 132%[activator] | 41*
Cc1cccc(N2CCN(C(=O)CCn3c(=O)[nH]c4ccsc4c3=O)CC2C)c1 (stereo not drawn) | -5 | u | 12% | -11% | 4% | -2
CCN(CC)c1nc(-c2ccccc2)cc(C(F)(F)F)c1C#N | -5 | u | -4% | 12% | -30% | 10
C/C(=N\NC(=O)Cn1nc(C)c([N+](=O)[O-])c1C)c1ccc(Cl)s1 | 10 | 1% | 0% | 9% | -7% | 3
N#Cc1ccc(/C=N/N=C(N)N)cc1 | -16 | u | -4% | 22% | x | -3
Cc1ccc(C)c(OCCC(=O)Nc2cccc(S(=O)(=O)N3CCCCC3)c2)c1 | x | 12µM* | x | -1% | u | x
CN1CCN(NC(=S)NC2CCCC2)CC1 | -5 | -18% | 0% | 3% | u | -5
CCCc1nc2sc3c(c2c(=O)n1NC(=O)CCC(=O)OC)CCCC3 | -2 | -1% | -5% | 2% | 38%[activator] | 1
CC(/C=N/n1c(-c2ccco2)n[nH]c1=S)=C\c1ccco1 | 12 | 15% | -17% | u | 0% | -1
COC(=O)c1cc(S(=O)(=O)NCC2CCN(CCc3ccc(OC)cc3)CC2)cn1C | 3 | 0% | 7% | 0% | -18% | -5
CCOC(=O)c1ccc(NC(=O)Nc2ccc3c4c(cccc24)C(=O)N3CC)cc1 | -33 | u | -15% | 2% | -12% | -1
COC(=O)c1ccc(C2c3[nH]c4ccccc4c3C[C@H]3C(=O)N(C4CCN(Cc5ccccc5)CC4)CC(=O)N23)cc1 (stereo partly drawn) | -4 | 4.7µM* | -5% | 4% | 3.3µM* | 3
COc1cc2cc(C)nc(Cc3cccc4ccccc34)c2cc1OC | -13 | x | -3% | 1% | 48%[activator] | -8
COc1ccc(CCC(=O)OCC(=O)c2c(N)n(CC(C)C)c(=O)n(C)c2=O)cc1 | 12 | u | x | 40%[activator] | u | -2
C=CCn1c(SCC(=O)Nc2c(C)nn(Cc3ccccc3)c2C)nnc1C(O)c1ccccc1 (stereo not drawn) | 14 | u | 17% | -8% | x | 8
Cc1nn(CCCNC(=O)C2CCCO2)cc1Br (stereo not drawn) | -12 | -2% | -2% | -11% | 1% | -3
COc1ccccc1NC(=S)NC(NC(C)=O)C(Cl)(Cl)Cl (stereo not drawn) | 13 | 8% | 6% | -27% | 17% | -2
COc1ccc(CC(=O)Nc2nnc(C(C)C)s2)cc1OC | -30 | u | 3% | -3% | 29% | -10
CCOC(=O)Nc1nc(C)c(C(=O)N(C)C)s1 | -1 | 5% | 13% | 1% | x | -1
COC(=O)c1c(NC(=O)CN2CCN(c3ccccc3Cl)CC2)sc(C)c1C | 16 | 11% | -27% | -9% | u | -1
CCN(CC(=O)NC)S(=O)(=O)c1ccc(Br)cc1 | -13 | 1% | 6% | 4% | 18% | 1
Cc1cc(C)cc(OCC(=O)N(Cc2ccc(N(C)C)cc2)C2CCS(=O)(=O)C2)c1 (stereo not drawn) | -9 | -23% | 0% | -4% | -24% | -1
COc1ccc(NC(=O)C2(S(=O)(=O)c3ccc(C)cc3)CC2)cc1 | -8 | 25% | -10% | 0% | 12% | -2
COc1ccc(C(=O)Oc2cc(/C=N/NC(N)=S)ccc2OC)cc1 | -10 | 4% | x | 13% | 40%[activator] | -2
CCc1noc(C)c1C(=O)N1CCOCC1 | -8 | 7% | -7% | 1% | u | 0
COCC(C)NC(C(=O)Nc1ccc(C)c(Cl)c1)c1ccccc1 (stereo not drawn) | -16 | x | 2% | 0% | 3% | 5
Cc1nc(NC(=O)COC(=O)/C=C/c2ccco2)c(Cl)cc1Cl | x | 5% | x | 8.9µM* | 29% | x
COc1cccc(CC2(CO)CCCN(Cc3ccc(CO)o3)C2)c1 (stereo not drawn) | -6 | 11% | 1% | -26% | u | 1
O=[N+]([O-])c1cc(/C=N/N/C(=N/c2ccccn2)c2ccccn2)ccc1O | 123* | 0% | 3% | u | u | 34*
CC(=O)Nc1ccc(Oc2nc(C(F)(F)F)nc3ccccc23)cc1 | -7 | u | 0% | 14% | u | -2
Cc1cc(NC(=O)c2cc(CC(C)C)on2)no1 | 81* | 82%[activator] | 6% | 4% | 13% | 43*
Cc1ccccc1Nc1nc(N)nc(CSc2nnc3sc4ccccc4n23)n1 | 19 | u | 3% | -3% | u | 1
CCOC(=O)C1=C(C)OC(N)=C(C#N)C1c1cc(C)sc1C (stereo not drawn) | 9 | -17% | -14% | 22% | 4% | -3
CCC1Sc2ccc(S(=O)(=O)CCC(=O)Nc3c(Cl)cc(OC)cc3OC)cc2NC1=O (stereo not drawn) | -5 | 3% | 12% | -6% | -25% | 9
Cc1cccc(Nc2nc3c(S(=O)(=O)c4ccccc4)nnn3c3ccccc23)c1C | -10 | u | 3% | -9% | 0.47µM* | -3
Cc1cccc(OCCOC(=O)Nc2ccccc2)c1 | -31 | 3% | -4% | 9% | -7% | 16*
Cc1cc(C(=O)CN2CCN(CC(=O)Nc3cccc(F)c3)CC2)c(C)n1C1CC1 | x | u | x | u | 0% | x
COC(=O)C1C(=O)NCC1c1ccc(C)cc1 (stereo not drawn) | -9 | x | 6% | -10% | 10% | -3
CCOC(=O)C1=C(O)/C(=C/c2cc(C)n(-c3ccccc3)c2C)N=C1C | 13 | 0.066µM* | u | 28µM* | 0.66µM* | 10*
O=C(Nc1cccc(S(=O)(=O)Nc2ccc(Cl)cc2)c1)c1cc2c(s1)CCCC2 | -13 | 31%[activator] | 2% | 0% | u | 7
Cn1c(=O)[nH]c(=O)c2c1nc(NC1CCCCC1)n2CCO | 2 | 22% | 9% | -2% | -27% | -3
CC1CCCCN1C(=O)Cn1c(=O)n(C2CCCCC2)c(=O)c2ccccc21 (stereo not drawn) | 14 | -16% | 0% | 8% | 1% | -2
Cc1nc(CCNC(=O)c2cc(COc3ccc(F)cc3Cl)on2)sc1C | 29 | 17% | 2% | -10% | 22% | 20
O=C(c1ccc(-c2ccc([N+](=O)[O-])cc2)o1)N1CCCCCCC1 | x | 9% | x | 20µM* | 42%[activator] | x
CN(C)CCNC(=O)c1sc2nc(-c3ccccc3)cc(C(F)(F)F)c2c1N | -10 | u | -7% | 15% | -26% | -1
Cc1ccnc(SCCn2c(N3CCN(C)CC3)nc3c2c(=O)n(C)c(=O)n3C)n1 | -10 | -11% | 1% | 24% | -8% | -1
Cc1ccc(C(=O)N/C(=C/c2ccc(-c3cc(C(F)(F)F)ccc3Cl)o2)C(=O)NCc2cccnc2)cc1 | -11 | 0% | 1% | 15% | u | 2
COCc1[nH][nH]c(=O)c1C=Nc1ccc(Oc2ccccc2)cc1 | -4 | x | -11% | -18% | 46%[activator] | -1

(more compounds)
mol | Shiga inhibitor | Pf growth 48h | Giardia FBPA inh | Sm TGR inh | Pf growth 96h | CHX counter
COc1cccc(NC(=O)CSc2nc3ccccc3c3nc4ccccc4n23)c1 | -5 | 13µM* | 6% | 6% | 14% | 5
COC(=O)[C@H](C)NC(=O)NCc1ccc(F)cc1 | -2 | 10% | 3% | -2% | 51%[activator] | -2
CC(C)(C)OC(=O)Nc1ccc([C@H](NC(=O)OC(C)(C)C)C(=O)OC(C)(C)C)cc1 | x | u | x | -12% | u | x
Cc1cc(C(=O)Nc2ccc(S(=O)(=O)N3CCOCC3)cc2)c(C)o1 | -13 | -1% | -5% | -6% | -1% | -3

14 of the compounds above, with values under each structure:
Second line of a record – Shiga inhibitor, Pf growth 48h, Giardia FBPA inh, Sm TGR inh, Pf growth 96h, CHX counter
Cc1cc(C(=O)CN2CCN(CC(=O)Nc3cccc(F)c3)CC2)c(C)n1C1CC1
  x, u, x, u, 0%, x
COC(=O)C1C(=O)NCC1c1ccc(C)cc1 (stereo not drawn)
  -9, x, 6%, -10%, 10%, -3
CCOC(=O)C1=C(O)/C(=C/c2cc(C)n(-c3ccccc3)c2C)N=C1C
  13, 0.066µM*, u, 28µM*, 0.66µM*, 10*
O=C(Nc1cccc(S(=O)(=O)Nc2ccc(Cl)cc2)c1)c1cc2c(s1)CCCC2
  -13, 31%[activator], 2%, 0%, u, 7
Cn1c(=O)[nH]c(=O)c2c1nc(NC1CCCCC1)n2CCO
  2, 22%, 9%, -2%, -27%, -3
CC1CCCCN1C(=O)Cn1c(=O)n(C2CCCCC2)c(=O)c2ccccc21 (stereo not drawn)
  14, -16%, 0%, 8%, 1%, -2
Cc1nc(CCNC(=O)c2cc(COc3ccc(F)cc3Cl)on2)sc1C
  29, 17%, 2%, -10%, 22%, 20
O=C(c1ccc(-c2ccc([N+](=O)[O-])cc2)o1)N1CCCCCCC1
  x, 9%, x, 20µM*, 42%[activator], x
CN(C)CCNC(=O)c1sc2nc(-c3ccccc3)cc(C(F)(F)F)c2c1N
  -10, u, -7%, 15%, -26%, -1
Cc1ccnc(SCCn2c(N3CCN(C)CC3)nc3c2c(=O)n(C)c(=O)n3C)n1
  -10, -11%, 1%, 24%, -8%, -1
Cc1ccc(C(=O)N/C(=C/c2ccc(-c3cc(C(F)(F)F)ccc3Cl)o2)C(=O)NCc2cccnc2)cc1
  -11, 0%, 1%, 15%, u, 2
COCc1[nH][nH]c(=O)c1C=Nc1ccc(Oc2ccccc2)cc1
  -4, x, -11%, -18%, 46%[activator], -1
COc1cccc(NC(=O)CSc2nc3ccccc3c3nc4ccccc4n23)c1
  -5, 13µM*, 6%, 6%, 14%, 5
COC(=O)[C@H](C)NC(=O)NCc1ccc(F)cc1
  -2, 10%, 3%, -2%, 51%[activator], -2

Assay outcomes as filed in PubChem.
